Screens (PubChem)
SR-BI DiI inh – blocks mouse SR-BI lipid uptake from DiI-HDL. 320,000 compounds, 0.96% hits. Q61009. inhibition, % at 12.5 µM. ldlA[mSR-BI] CHO cells, DiI-HDL uptake fluorescence, 3 h;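 active = mean replicate inhibition of at least 70% and a set share of replicates each scoring 70 or more; inconclusive = meets just one of the two criteria; inactive = fails both criteria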;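 note: 0% = median of neutral control wells and 100% = median of positive control wells; values of inactives mirror those of a sister screen read the other way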
Target sequence (Q61009 whole entry, looked up): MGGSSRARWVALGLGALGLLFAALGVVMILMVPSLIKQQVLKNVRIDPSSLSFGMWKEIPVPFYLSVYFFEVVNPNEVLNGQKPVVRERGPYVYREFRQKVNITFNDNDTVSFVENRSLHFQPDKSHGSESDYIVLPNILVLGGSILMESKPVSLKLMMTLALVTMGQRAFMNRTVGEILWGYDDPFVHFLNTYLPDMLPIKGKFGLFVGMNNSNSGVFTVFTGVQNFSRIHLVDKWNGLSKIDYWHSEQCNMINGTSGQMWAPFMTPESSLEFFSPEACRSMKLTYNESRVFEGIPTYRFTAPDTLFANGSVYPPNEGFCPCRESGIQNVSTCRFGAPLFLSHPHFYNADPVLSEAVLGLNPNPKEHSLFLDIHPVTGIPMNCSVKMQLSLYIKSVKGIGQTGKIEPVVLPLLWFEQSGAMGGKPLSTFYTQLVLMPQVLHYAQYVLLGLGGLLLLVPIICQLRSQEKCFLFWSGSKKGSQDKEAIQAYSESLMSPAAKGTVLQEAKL
CAL PDZ FP-1 – inhibitors of human CAL PDZ peptide binding. Q9HD26. purified CAL PDZ, TMR-peptide fluorescence polarization, 1 h. inhibition, % at 24.9 µM. 300,000 compounds, 0.92% hits. AID 602252;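 active = mean inhibition of at least 30% with at least half of replicates also reaching 30%; inconclusive = no clear call, values can overlap the other calls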;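 note: 0% = DMSO neutral control and 100% = excess unlabeled competitor peptide PRC23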
CAL PDZ FP-2 – inhibitors of human CAL PDZ peptide binding; Q9HD26; purified CAL PDZ, TMR-peptide fluorescence polarization, 1 h; inhibition, % at 20 µM; 330,000 compounds, 0.02% hits; AID 504414;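 active = highest replicate inhibition of at least 40%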;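 note: plate controls were DMSO neutral control wells for no effect and unlabeled competitor peptide control wells for full effect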
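Material: tagged CAL PDZ protein CerCALP, purified; buffer or medium: sodium phosphate/NaCl buffer pH 7.4 with TCEP, IgG, Thesit; also added: fluorescent TMR peptide probe; schedule: 1 h incubation at room temperature before polarization reading; technique: fluorescence polarization from S- and P-plane intensities, G-factor corrected; control set: unlabelled peptide and DMSO controls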
Rtt109 Vps75 – blocks Candida albicans Rtt109/Vps75 acetyltransferase activity | Q5AAJ8 | purified Rtt109/Vps75, ThioGlo CoA-SH fluorescence, 4 h | inhibition, % at 34.9 µM | 330,000 compounds, 0.16% hits | AID 540336;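 active = inhibition of at least 50% in every replicate; inconclusive = best replicate reaches 50% inhibition but some replicates fall short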
Target sequence (Q5AAJ8 whole entry, looked up): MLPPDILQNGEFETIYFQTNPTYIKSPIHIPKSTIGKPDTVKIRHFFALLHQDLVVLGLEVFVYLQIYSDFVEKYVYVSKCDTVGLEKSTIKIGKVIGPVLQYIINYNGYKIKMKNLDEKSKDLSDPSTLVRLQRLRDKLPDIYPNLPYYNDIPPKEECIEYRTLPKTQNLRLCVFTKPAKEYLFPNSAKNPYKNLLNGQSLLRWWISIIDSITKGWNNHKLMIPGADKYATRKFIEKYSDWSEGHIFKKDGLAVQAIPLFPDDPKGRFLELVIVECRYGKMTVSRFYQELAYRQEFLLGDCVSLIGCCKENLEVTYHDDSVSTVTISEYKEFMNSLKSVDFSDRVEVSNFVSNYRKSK
PvdQ inh – P. aeruginosa PvdQ acylase inhibition; AID 488965; 340,000 compounds, 0.063% hits; inhibition, % at 10 µM; purified PvdQ acylase, fluorescence plate reader; in the data active = inhibition above about 30%, passing the limit was not always enough; inconclusive = no clear call, values can overlap the other calls;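 note: 0% = vehicle neutral wells and 100% = reference inhibitor wells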
dFosB act – activators of mouse delta FosB homodimer; purified delta FosB, TAMRA-CDK5 oligo fluorescence polarization; percent of positive-control signal above neutral wells; activation, % at 25 µM; 340,000 compounds, 0.99% hits;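 active = mean activation above about 17%, with every replicate also reaching it, limit read from the data, passing the limit was not always enough; inconclusive = only one of the two conditions met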;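 note: fluorescence polarization rise as delta FosB binds a TAMRA Cdk5 AP-1 oligo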
NSD2 HMT inh – NSD2 (human) methyltransferase inhibition; O96028; NSD2 peptide methylation, AlphaScreen, 120 min; inhibition, % at 12.5 µM; 310,000 compounds, 0.54% hits; in the data active = inhibition above about 50%
PfHsp90 set2 – reduces growth (ATP signal) of yeast expressing P. falciparum Hsp90. S. cerevisiae expressing PfHsp90, BacTiter-Glo ATP, 48 h; yeast lacking PDR1 and PDR3 efflux regulators. inhibition, % at 9.4 µM. 310,000 compounds, 0.32% hits. AID 504621;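 active = every replicate shows inhibition above about 80%, whatever the replicate mean, limit read from the data; inconclusive = mean inhibition reaches the set limit but some replicate falls short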;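 note: 0% = DMSO neutral controls and 100% = 20 µM radicicol positive controls; yeast relying on Plasmodium falciparum Hsp90 in place of its own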
MITF TRPM1 HTS – activators of MITF-driven TRPM1 promoter activity in SK-MEL-5 cells | SK-MEL-5 TRPM1-promoter luciferase, 24 h; % of positive control, neutral wells = 0 | activation, % at 12.5 µM | 300,000 compounds, 0.75% hits;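 active = mean activation of at least 80% with every replicate also reaching 80%; inconclusive = mean reaches 80% but some replicate falls short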;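 note: 0% = neutral control wells and 100% = parthenolide positive control wells; values of inactives mirror those of a sister screen read the other way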
SR-BI uptake up – SR-BI HDL lipid transfer activation | CHO ldlA[mSR-BI] cells, DiI-HDL uptake fluorescence, 3 h; 100 = double the neutral-control signal | activation, % at 12.5 µM | 320,000 compounds, 0.096% hits | AID 504775;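 active = mean replicate activation of at least 60% and every replicate at or above 60%; inconclusive = mean or all-replicate condition met, but not both; inactive = mean below 60% and not all replicates reaching 60%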;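 note: 0% = median plate neutral-control signal and 100% = twice that signal; values of inactives mirror those of a sister screen read the other way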
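System: LDL receptor-deficient CHO ldlA cells overexpressing murine SR-BI | Timing: 3 h uptake period with compound, 37 °C | Medium: HEPES-buffered (25 mM, pH 7.4) F12 plus 0.5% BSA | Dosing: Single-point compound dose | Signal: Bottom-read fluorescence, 550/595 nm | Read-out: Retained DiI signal reflecting DiI-HDL uptake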
Active calls of the source: *; ? = inconclusive; / = not tested or not shown.

SMILES	SR-BI DiI inh	CAL PDZ FP-1	CAL PDZ FP-2	Rtt109 Vps75	PvdQ inh	dFosB act	NSD2 HMT inh	PfHsp90 set2	MITF TRPM1 HTS	SR-BI uptake up
Clc1ccccc1SCc1nc2ccccc2[nH]1	5	/	-1.5	-25	-7	-2	0	-15	99*	-5
C[C@H](CO)N1C[C@H](C)[C@@H](CN(C)Cc2ccc(C(=O)O)cc2)Oc2c(NC(=O)Cc3ccccc3)cccc2C1=O	-5	2	-1.1	2	-8	-3	/	-16	-7	5
COC(=O)c1cc2c(ccn2-c2ccc(F)cc2)n1C(C)C	43	-3	-1.6	0	-15	-5	-3	35	23	-43
Cc1[nH]c2ccccc2c1N=Nc1ccccc1C(=O)O	-6	/	0.3	-16	6	-9	9	3	-15	6
O=C(Cc1ccccc1[N+](=O)[O-])NCCC1=CCCCC1	-2	-4	-2.9	13	3	-7	-1	10	4	2
O=C(CCCOc1ccc(Cl)cc1Cl)Nc1cc(S(=O)(=O)N2CCOCC2)ccc1N1CCOCC1	52	-4	-3.0	-17	-12	-4	-3	24	7	-52
CCN(CC)S(=O)(=O)c1ccc(C(=O)NCc2cccs2)cc1	44	-1	0.0	2	-14	-5	0	-4	0	-44
CCOc1ccccc1C1C(C(=O)Nc2ccc(OC)cc2)=C(C)Nc2nc(CCCO)nn21 (configuration not stated)	-20	3	-0.7	6	-26	-3	/	-19	-10	20
COc1cccc(OCC(=O)N(C)Cc2nc(-c3ccccc3)no2)c1	/	-2	-1.8	9	16	-2	-1	3	-12	/
COc1ccc(Cl)cc1N(CC(=O)NCC(C)C)S(=O)(=O)c1ccc(C)c([N+](=O)[O-])c1	-19	-4	1.2	-2	-11	-5	1	9	-3	19
CN1CCN(C(CNC(=O)C(=O)Nc2ccc3c(c2)OCO3)c2ccc(F)cc2)CC1 (configuration not stated)	-16	-3	-3.4	-4	-7	-3	1	0	13	16
CC(C)c1ccc(N(CC(=O)NCCCN2CCOCC2)S(=O)(=O)c2ccccc2)cc1	-24	0	0.9	9	-19	-1	6	-11	9	24
CCN1C(=O)/C(=C\N2CCCc3ccccc32)SC1=S	0	-4	-0.9	3	-8	-1	-1	3	2	0
CC(=O)NC(Nc1c(C)n(C)n(-c2ccccc2)c1=O)C(Cl)(Cl)Cl (configuration not stated)	-24	-3	-6.3	1	-15	2	-1	-32	9	24
CC(C)c1ccc(C(=O)OC2CCOC2=O)cc1 (configuration not stated)	/	-3	-2.7	-6	-17	-12	2	4	6	/
COc1ccc(Br)cc1C(=O)Nc1cccc(NC(=O)c2ccco2)c1	19	-2	-4.5	12	-16	-18	-4	-9	/	-19
COc1ccc(OC)c(S(=O)(=O)N2CCN(c3ccccc3OC)CC2)c1	-3	0	0.0	-5	-16	-1	40	-7	-1	3
O=C(COc1ccc([N+](=O)[O-])cc1)NNC(=S)NC(=O)c1ccc(Br)cc1	12	/	-0.3	13	7	6	-1	-20	3	-12
O=C(O)c1ccccc1Cc1nc2cc(Cl)ccc2c(=O)[nH]1	-27	-5	-1.3	3	-3	-4	-1	-11	-15	27
C/C(=N\Nc1cccc(C(=O)O)c1)c1ccc(Cl)s1	8	/	-0.3	-4	-3	-7	11	-74	68	-8
CN(Cc1ccccc1)S(=O)(=O)c1ccc(NC(=S)NC(=O)C(C)(C)C)cc1	13	-2	-0.6	-5	8	3	-3	-4	7	-13
OCCNc1nc2ccccc2n1CC(O)c1ccccc1 (configuration not stated)	-8	-3	-0.2	4	-7	8	-1	-8	4	8
COc1ccc(OC)c(CN2CCN(c3ccc(S(=O)(=O)N4CCCC4)cn3)CC2)c1	-15	/	0.6	8	12	-16	14	-13	1	15
O=C(Cn1c(=O)[nH]c2ccsc2c1=O)NC1CCCCC1	-16	-4	0.1	3	-23	-6	0	13	/	16
O=C(C1CCCN(S(=O)(=O)Cc2ccccc2)C1)N1CCCCC1 (configuration not stated)	-13	-1	-0.1	3	12	6	/	5	1	13
CCCn1c(SCC(=O)O)nc2ccccc21	-21	/	-2.0	-7	-1	0	2	4	-6	21
Cc1ccc(C(=O)Nc2oc(-c3ccccc3)cc2C#N)cc1	20	/	0.5	-3	-13	-3	2	-24	/	-20
CN1C(=O)C(CC(=O)Nc2ccccc2)S/C1=N/c1nccs1 (configuration not stated)	37	-3	-1.0	-1	-16	1	-3	7	27	-37
OCCNc1nc(Nc2ccc(Cl)cc2)nc(N2CCCC2)n1	16	-1	-2.3	-11	-8	-1	/	2	0	-16
COc1cccc(OCC(O)CO)c1 (configuration not stated)	0	0	-0.4	6	-6	-2	-1	-29	/	21
Cc1cc([N+](=O)[O-])c(C(C)(C)C)cc1N	-18	-4	0.1	5	9	-2	3	8	-2	18
CNC(=O)COC(=O)CNC(=O)c1cc(Cl)cc([N+](=O)[O-])c1	5	/	-0.1	-2	6	-6	-2	-9	-7	-5
O=C(Cn1cnc2ccccc2c1=O)Nc1nc2ccccc2s1	-13	0	0.1	5	1	?	1	10	2	13
Cn1c(N)c(C(=O)COC(=O)c2cccs2)c(=O)n(C)c1=O	-4	1	/	-7	1	-1	-4	2	-5	4
Cc1cc(C(=O)CN2C(=O)c3ccccc3C2=O)c(C)n1Cc1cccs1	55	/	1.6	5	-6	-1	8	8	-7	-55
Nc1nc(NCc2ccccc2)nc(Nc2ccc(F)cc2)c1[N+](=O)[O-]	23	/	-0.5	-3	2	-3	-3	/	1	-23
CC1CCN(CC(O)COC2CCC(C(C)(C)C)CC2)CC1 (configuration not stated)	6	-4	-3.2	-5	-10	-6	3	-2	0	-6
COc1ccc(C(=O)CN2C(=O)NC(C)(c3ccc(C)cc3)C2=O)cc1OC (configuration not stated)	10	-3	-0.7	1	-12	-12	14	-18	2	-10
Cc1onc(-c2ccccc2)c1C(=O)NC(C)c1ccccc1 (configuration not stated)	-17	-21	-0.6	0	0	6	2	-33	15	17
Cc1ccc(NC(=O)Cn2c(=O)n(CCCC(=O)NCc3ccco3)c(=O)c3ccccc32)cc1	5	/	-0.8	-7	-7	32*	/	-17	-28	-5
CN(C)c1ccc(S(=O)(=O)NCC(=O)NCc2ccccc2)cc1[N+](=O)[O-]	-16	0	-0.4	5	4	-5	9	1	-11	16
COc1ccccc1CNC(=O)Cn1nc(C(F)(F)F)cc1C	-9	-22	1.4	-1	-1	-1	2	-1	-2	9
Cc1cccc(OCc2cc(-c3ccccc3)no2)c1C	-2	-5	-2.5	0	-18	-5	-3	-12	34	2
CCc1cccc(C)c1NC(=O)C1CCCO1 (configuration not stated)	-1	-1	/	0	-4	2	1	-10	11	1
CC(C=NNc1ccc([N+](=O)[O-])cn1)=Cc1ccccc1	2	-1	-0.2	-7	14	-4	1	-5	78	-2
COC(=O)c1ccccc1NC(=O)CSCC(=O)Nc1ccc(F)cc1	18	-2	-0.7	-12	-17	-5	-2	/	-7	-18
COCCNCCCOc1ccc(C)cc1Br	-6	-1	-2.5	/	7	8	11	8	-10	6
CCC(=O)N1CCc2cc(Br)cc(S(=O)(=O)N3CCC(C(=O)NCCCOC(C)C)CC3)c21	-4	-6	-0.2	14	11	-11	-4	-7	0	4

An excerpt from above, reduced to CAL PDZ FP-2 and dFosB act.
mol	CAL PDZ FP-2	dFosB act
CCC(=O)N1CCc2cc(Br)cc(S(=O)(=O)N3CCC(C(=O)NCCCOC(C)C)CC3)c21	-0.2	-11
CN(C)c1ccc(S(=O)(=O)NCC(=O)NCc2ccccc2)cc1[N+](=O)[O-]	-0.4	-5

(listing goes on)
SMILES	SR-BI DiI inh	CAL PDZ FP-1	CAL PDZ FP-2	Rtt109 Vps75	PvdQ inh	dFosB act	NSD2 HMT inh	PfHsp90 set2	MITF TRPM1 HTS	SR-BI uptake up
Cc1noc(C)c1COc1ccccc1C(=O)NC1CCC(C)CC1 (configuration not stated)	-13	-8	-0.2	7	22	-4	-5	11	3	13
COc1ccc(-c2nnc(SCC(=O)NCc3cccs3)n2CC(C)C)cc1	/	5	-2.1	22	6	-7	0	-13	7	/
COCCn1c(SCc2cccnc2)nnc1-c1c[nH]c2ccccc12	-13	1	-2.6	0	-7	-4	/	-12	-4	13
COc1ccc(N2CCN(CC(=O)c3ccccc3)CC2)cc1	-11	0	-0.2	3	-16	-7	3	0	5	11
COc1cc(=O)n2c(-c3ccccc3)csc2n1	6	-1	/	-1	1	-2	-1	-7	10	-6
CCOc1ccc(NC(=O)C2=C(C)C(=O)OC23CCC(C)CC3)cc1 (configuration not stated)	-1	/	-1.1	-3	-7	4	/	37	/	1
CC(C)c1ccc(S(=O)(=O)Nc2ccc(SC(F)F)cc2)cc1	-4	-2	-0.2	-1	-16	-10	0	-38	-4	4
Cc1ccc(S(=O)(=O)NC(=O)c2cccc(Br)c2)cc1	-21	2	-1.2	2	-9	2	-1	16	-2	21
CC1CCCN(c2c3c(nc4ccccc24)CCCC3)C1 (configuration not stated)	-1	-3	-0.3	-14	2	7	29	-18	-10	1
CCN(C[C@H]1N[C@@](Cc2ccccc2)(C(=O)OC)[C@H]2C(=O)N(Cc3ccccc3)C(=O)[C@@H]12)C(=O)Nc1ccc(F)cc1	10	-3	0.6	4	-11	-8	/	-3	-9	-10
Cn1cccc1Cc1nnc(SCC(=O)NCc2ccc(F)cc2)n1-c1ccc(F)cc1	39	/	-1.0	18	-14	-13	/	/	/	-39
COc1ccc2cc3cc(C(=O)NCc4ccc5c(c4)OCO5)oc3nc2c1	0	0	-1.0	-9	-6	17*	-17	-20	-7	0
COC(=O)CCCNC(=O)CCc1nnc(-c2ccc(-c3ccccc3)cc2)o1	0	0	-0.9	3	-11	-3	-3	-7	/	0
N#CCC(=O)Nc1ccccc1C(=O)O	9	6	1.0	-18	-17	-5	-4	1	11	-9
CN(C(=O)CSc1nnc(-c2ccc(C(C)(C)C)cc2)n1C)C1CCS(=O)(=O)C1 (configuration not stated)	0	-3	-0.3	5	-10	-4	-2	-1	8	0
O=C1C(=O)N(CC2COc3ccccc3O2)c2ccccc21 (configuration not stated)	-4	-3	0.0	3	6	-12	6	13	-9	4
CNC(=O)c1ccccc1NC(=O)c1ccco1	-15	-3	-0.4	3	-13	-1	0	13	2	15
CCN(c1ccc(NC(=O)c2ccc(N3CCCC3=O)cc2)cc1)C(C)C	33	-2	-1.3	7	-11	7	7	-12	-5	-33
Cc1ccc(C(=O)N2CCC(N3CCC(C(=O)N4CCOCC4)CC3)CC2)cc1C	-10	74*	-0.8	-2	-15	-7	-3	1	8	10
